# Source: PubChem (National Center for Advancing Translational Sciences (NCATS))
# S3 lipid droplet: qHTS Assay for Lipid Storage Modulators in Drosophila S3 Cells | 320,000 compounds, 0.64% hits | lipid storage change, negative = inhibition, % at the top dose, mostly 46.1 µM; hits show Potency in µM | Drosophila S3 cells, BODIPY lipid droplet fluorescence, 18-24 h; cells fed with added oleic acid | AID 2685, 2010; active = well fitted inhibition curve with a large enough effect in the signal ratio, with a control signal flat, not every such curve was filed as active; inconclusive = small, poorly fitted or top-dose-only effect, or effect the other way, or a change in a side signal; the % refers to the signal ratio
#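 Laser-scanning cytometry quantifies lipid droplet accumulation (500–530 nm total intensity; droplet/cell object ratio) in oleic acid-fed (400 uM added) Drosophila S3 cells treated with a concentration series. 20 uM Triacsin C defined 100% inhibition.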
# S3 lipid droplet cell count max: also measured in S3 lipid droplet; calls as there; cell number change, %; measured here: cell count max response;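 cells counted by Cell Tracker Red CMTPX staining in the red channel; peak over a dose series mostly up to 46.1 µM; percent activity relative to internal control wells on each plate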
# Starred values were filed as active, the others as inactive; i = inactive; ? = inconclusive; · = not tested or not shown. % is scaled to controls: 0 for no effect and ±100 for the full control effect; potency is read from the fitted curve at half-maximal effect. A portion of the library; count on the stated rates, not on these rows.
nr	SMILES	S3 lipid droplet	S3 lipid droplet cell count max
1	Cc1cc(N2CCOCC2)nc2ccc(NC(=O)C3CCC(C)CC3)cc12 (stereo not drawn)	?	·
2	Cc1ccc2c(n1)sc1c(-c3ccc(Br)cc3)c(C#N)c(N)nc12	-0.2%	10.1
3	O=C(Nc1ccccc1)Nc1ccc(Oc2cccnc2)nc1	-10.5%	7.4
4	CCCc1ccc2oc(C(=O)N3CCC(COC)C3)c(C)c2c1 (stereo not drawn)	?	·
5	Cc1ccc(OCc2cc(C(=O)N(C)Cc3nccn3C)no2)cc1C	1.1%	-7.0
6	COc1cccc(N2C(=O)CN(Cc3ccc(OC)c(OC)c3)C2=S)c1	i	·
7	O=C(OC(C(=O)NCc1cccs1)c1ccc(F)cc1)c1ccco1 (stereo not drawn)	?	·
8	CC(C)[N+](C)(C)CC(O)CN(c1ccccc1)c1ccccc1 (stereo not drawn)	7.6%	8.3
9	N#Cc1cc2sc3nc4ccccc4n3c2cc1C#N	?	·
10	Nc1nonc1NC(=O)CSc1ncccc1C(=O)O	4.8%	2.2
11	CCOC(=O)CCCNC(=O)CN1CCC(c2nc3ccccc3s2)CC1	i	-1.3
12	Cc1c(NC(=S)NC(=O)c2cccc(Br)c2)c(=O)n(-c2ccccc2)n1C	31.9%	·
13	COc1ccc(N2CCN(C(=S)Nc3ccc(C)cc3)CC2)cc1	6.0%	11.6
14	Cc1ccc2nc(N(CCCN(C)C)C(=O)c3ccc(S(=O)(=O)N4CCc5ccccc5C4)cc3)sc2c1	?	·
15	N/C(=N\OC(=O)/C=C/c1ccccc1)c1ccc(Cl)cc1	?	·
16	CC(=O)N1c2ccc(S(=O)(=O)N3CCC(C(=O)NC4CCCCC4C)CC3)cc2CC1C (stereo not drawn)	?	·
17	CC1CCC(C(C)C)C(=O)/C1=C/c1ccc(N)cc1 (stereo not drawn)	?	·
18	Cc1cccc2sc(NNC(=O)C3=COCCO3)nc12	?	·
19	COc1ccccc1C(=O)Nc1ccc2oc(-c3ccc(F)cc3)nc2c1	?	·
20	CC(=O)Nc1ncc(Cc2cccc(Cl)c2)s1	?	·
21	O=C(Nc1cc(S(=O)(=O)N2CCCCC2)ccc1N1CCOCC1)c1cc(=O)[nH]c2ccccc12	?	·
22	COc1ccc(N(CC(=O)N/N=C(\C)c2ccc(OC)c(OC)c2)S(=O)(=O)c2ccccc2)cc1	1.6%	-1.7
23	CCOC(=O)c1cnn(CCOC(=O)c2ccc(OC)cc2)c1NC(=O)c1ccc(OC)cc1	?	·
24	O=C(NC(=S)Nc1ccc(F)cc1)c1ccc2c(c1)OCCO2	?	·
25	COc1ccc(CC(=O)N2CCC(n3nccc3NC(=O)C3CCOC3)CC2)cc1 (stereo not drawn)	i	-3.4
26	Cc1ccc(C(=O)CCC(=O)Nc2cccc(C(F)(F)F)c2)cc1	-2.3%	-19.8
27	CNc1ccc(S(=O)(=O)NCC(=O)OC(C)C(=O)N(C)Cc2ccccc2)cc1[N+](=O)[O-] (stereo not drawn)	-8.5%	-4.4
28	CCOC(=O)c1cc2c(c(CSc3nc4ccccc4c(=O)n3Cc3ccco3)c1)OCOC2	?	·
29	CCc1ccc(S(=O)(=O)NCCc2csc(-c3ccccc3)n2)s1	?	·
30	C=CCn1c(=NC(=O)c2sc3ccccc3c2Cl)sc2cc(S(N)(=O)=O)ccc21	?	·
31	O=C(O)c1ccccc1C(=O)Nc1ccc(S(=O)(=O)N2CCCC2)cc1	i	11.3
32	CC(C)NC(=O)NC1C2CC3CC(C2)CC1C3 (stereo not drawn)	?	·
33	CCN1C/C(=C/c2cccc([N+](=O)[O-])c2)C(=O)/C(=C/c2cccc([N+](=O)[O-])c2)C1	?	·
34	CC(=O)Nc1ccccc1NC(=O)C/C(C)=N/NC(=O)c1cccnc1	?	·
35	N#CCCN(C(=O)COC(=O)c1cc(=O)c2ccccc2o1)c1ccccc1	-2.6%	-2.2
36	Cc1onc(-c2ccccc2)c1C(=O)NC(=S)NNC(=O)c1cc(-c2ccc(F)cc2)n[nH]1	-4.5%	15.9
37	CNC(=S)N1CCC(NC(=O)C23CC4CC(CC(C4)C2)C3)CC1	?	·
38	COc1nccnc1NS(=O)(=O)c1ccc(N/C=C2\CCCCC2=O)cc1	?	·
39	Cc1cc(=O)oc2cc(OCC(=O)Nc3ccc(S(=O)(=O)N(C)C)cc3)ccc12	9.8%	5.3
40	CCCn1c(C)cc(C(=O)COC(=O)CN=C2NS(=O)(=O)c3ccccc32)c1C	?	·
41	Cc1ccc(NC(=O)NNc2cccc(Cl)n2)cc1	?	·
42	CC(=O)Nc1ccc(/C=C/c2nc3ccccc3o2)cc1	2.3%	-9.7
43	CN(CC(=O)Nc1ccc(OC(F)(F)F)cc1)C1CCCCC1	?	·
44	COc1ccc(C2=NN(CC(=O)NCC(OC)OC)C(=O)CC2)cc1	0.5%	2.8
45	CCOc1ccc(S(=O)(=O)N2CCN=C2c2ccccc2)cc1	4.5%	2.8
46	CN(C)CCCN1C(=O)c2oc3ccc(Cl)cc3c(=O)c2C1c1cccnc1 (stereo not drawn)	?	·
47	Cc1ccc(/C=N/NC(=O)c2ccc(Br)o2)s1	3.66µM*	-8.7*
48	O=C(CNCc1ccccn1)Nc1ccc([N+](=O)[O-])cc1C(=O)Nc1ccccc1F	?	·
49	O=C(N/C=C/n1cnc2cc(C(F)(F)F)ccc21)c1ccccc1F	-11.9%	-5.5
50	O=C(Nn1c(-c2ccccc2)nc2ccccc2c1=O)c1cccs1	3.3%	-7.3
51	C/C=C/c1ccc(OCC(=O)N(C)CC(=O)Nc2ccc(F)cc2)c(OC)c1	?	·
52	COc1ccc(S(=O)(=O)n2cnc3ccccc32)cc1	?	·
53	COc1cccc(C(=O)Nc2ccc3c(C)cc(=O)oc3c2)c1	?	·
54	CCOc1ccc(S(=O)(=O)N(CC(=O)NC2CCCCC2C)Cc2ccco2)cc1 (stereo not drawn)	?	·
55	O=C(O)C1NCCc2ccccc21 (stereo not drawn)	?	·
56	O=C(Oc1ccc2ccc(=O)oc2c1)c1ccco1	-17.9%	16.2
57	C=CCn1c(C)cc(C(=O)COC(=O)c2cncc(Br)c2)c1C	?	·
58	O=C(c1cccc(NS(=O)(=O)c2cccc([N+](=O)[O-])c2)c1)N1CCOCC1	?	·
59	CCOC(=O)C1=C(CC)NC2=C(C(=O)CCC2)C1c1ccc(OC)c(OC)c1 (stereo not drawn)	i	·
60	COc1ccc(CNC(=O)C2(CC3CC(c4ccccc4)=NO3)CCN(C(=O)C3CCCC3)CC2)cc1 (stereo not drawn)	i	-2.4

# Single records (already shown). Screens in order: S3 lipid droplet | S3 lipid droplet cell count max
# CC(C)[N+](C)(C)CC(O)CN(c1ccccc1)c1ccccc1 (stereo not drawn) across the screens: 7.6% | 8.3
# CNC(=S)N1CCC(NC(=O)C23CC4CC(CC(C4)C2)C3)CC1 across the screens: ? | ·
# Cc1cccc2sc(NNC(=O)C3=COCCO3)nc12 across the screens: ? | ·
# N#Cc1cc2sc3nc4ccccc4n3c2cc1C#N across the screens: ? | ·
# N#CCCN(C(=O)COC(=O)c1cc(=O)c2ccccc2o1)c1ccccc1 across the screens: -2.6% | -2.2

# The list goes on:
nr	SMILES	S3 lipid droplet	S3 lipid droplet cell count max
61	COc1ccc(NC(=O)CCS(=O)(=O)c2ccc(Cl)cc2)cc1	i	·
62	Cn1cc(S(=O)(=O)N2CCN(c3ccccc3F)CC2)c(=O)n(C)c1=O	i	·
63	O=C(COc1ccc2c3c(c(=O)oc2c1)CCC3)NC1CCN(Cc2ccccc2)CC1	?	·
64	CCOc1nc(CC(C)C)c2c(c1C#N)CC(C)(C)OC2	10.2%	-0.7
65	CCCCC[C@H]1CN(CCCC)C(=O)[C@@H]1CC(=O)NCc1ccc(OC)cc1	?	·
66	CC1=C(C(=O)Nc2nc3ccccc3s2)C(c2ccco2)C(C#N)=C(SCC(=O)NC2CCCCC2)N1 (stereo not drawn)	-3.0%	-21.7
67	O=C(N1CCCC1)N1CCN(S(=O)(=O)c2ccccc2)CC1	?	·
68	CC1CCc2[nH]c3ccc(C(=O)O)cc3c2C1 (stereo not drawn)	?	·
69	COCC1CCN(C(=O)CCc2nnc(C3(c4ccc(Cl)cc4)CCC3)o2)CC1	-13.4%	-8.6
70	O=[N+]([O-])c1ccccc1C1Nc2cccc3cccc(c23)N1	?	·
71	CCC1=NN2C(=N)/C(=C\c3cccn3-c3cccc(Cl)c3)C(=O)N=C2S1	?	·
72	O=C(Nc1cnn(C23CC4CC(CC(C4)C2)C3)c1)c1cc(-c2ccccc2)on1	?	·
73	O=S(=O)(c1ccc(Cl)cc1)N1CCC(O)(c2cccnc2)CC1	i	·
74	COCCNC(=O)C(c1ccc(F)cc1)N(CC1CCCO1)C(=O)CCC(=O)Nc1ccccn1 (stereo not drawn)	15.5%	·
75	Clc1ccc(-c2nnc3sc(Cc4cccs4)nn23)cc1	3.4%	6.7
76	COc1ccc(/C=N/NC(=O)c2cccc([N+](=O)[O-])c2)cc1OC(=O)c1ccc(C)cc1	?	·
77	Cc1ccc(CN2CCN(Cc3nc4ccccc4nc3C)CC2CCO)cc1 (stereo not drawn)	?	·
78	C=CCn1c(COc2ccccc2)nnc1SCC(=O)C(C)(C)C	i	·
79	CCCCCC(=O)Nc1ccc2oc(-c3cncc(Br)c3)nc2c1	?	·
80	O=[N+]([O-])c1nn(-c2ccc3c(c2)OCCO3)n(O)c1=NC1CCCCC1	?	·
81	N/C(=N\OC(=O)/C=C/c1ccccc1Cl)c1cccnc1	?	·
82	CCOc1ccc(Cl)cc1S(=O)(=O)N1CCN(c2ccc(C)c(C)c2)CC1	?	·
83	C=Cn1c(N2CCOCC2)nc2c1c(=O)[nH]c(=O)n2C	?	·
84	FC(F)(F)c1ccccc1CN1CCC(Cc2ccccc2)CC1	4.2%	-19.4
85	CN=C1SC(CC(=O)Nc2ccccc2F)C(=O)N1/N=C/c1ccc(O)c(OC)c1 (stereo not drawn)	?	·
86	COc1ccc(NC(=O)c2cccc(NC(=O)C(C)C)c2)c([N+](=O)[O-])c1	-0.7%	0.3
87	CCOC(=O)c1cn(CC2CC2)c2cc(F)c(F)cc2c1=O	-3.3%	-1.9
88	CN(C(=O)C1CCOC1)c1nnc(-c2ccccn2)s1 (stereo not drawn)	?	·
89	CC(C)(C)Cc1nnc(NC(=O)c2ccco2)s1	?	·
90	COC(=O)c1c(C)nc(C)c(C(=O)OC)c1-c1ccsc1	26.7%	·
91	O=C(Cn1nnc(-c2ccccc2)n1)N/N=C/c1cc([N+](=O)[O-])c(Cl)cc1Cl	?	·
92	Cc1cccn2cc(-c3cc4ccccc4oc3=O)nc12	13.9%	9.6
93	Cc1ccc(SCCN2CCN(CC(C)C)CCC2=O)cc1	15.6%	-3.4
94	OCC1(CCc2ccccc2)CCN(Cc2cccn2-c2cccnc2)CC1	11.9%	12.4
95	CCn1cc(/C=C2\SC(=O)N(CC(=O)Nc3ccc4c(c3)OCO4)C2=O)c2ccccc21	?	·
96	Cc1cccc(C)c1NC(=O)CNC(=O)CCC(=O)N1CCOCC1	?	·
97	CN(C)c1cccc(C(=O)OCC(=O)N(C)c2ccccc2)c1	?	·
98	Cc1ccc(S(=O)(=O)/N=C(\c2ccc(Cl)cc2)N2CCOCC2)cc1	-6.0%	1.6
99	O=C(O)CCC(=O)NNC(=O)c1cccs1	-1.9%	11.9
100	C[n+]1ccccc1C1CCCC/C1=N\Nc1ccc([N+](=O)[O-])cc1[N+](=O)[O-] (stereo not drawn)	8.6%	4.9
101	COc1ccc(-c2cc(C(F)(F)F)nc(S(=O)(=O)CCCC(=O)Nc3cccnc3Cl)n2)cc1OC	?	·
102	CCCCNC(=O)CSc1nc2ccc(NC(=O)CSc3nnc(N)s3)cc2s1	-29.1%	-9.3
103	NC(=O)NCC(=O)N1CCC(C(O)(c2ccccc2)c2ccccc2)CC1	3.8%	16.1
104	CSc1ccccc1NC(=O)c1ccc(N2CC3CC(C2)c2cccc(=O)n2C3)c(NC(=O)c2ccncc2)c1 (stereo not drawn)	?	·
105	CN(C)c1ccc(S(=O)(=O)N2CCCCC2)cc1NC(=O)CN1C(=O)NC(C)(c2ccccc2)C1=O (stereo not drawn)	i	·
106	CCOC(=O)c1c(-c2ccc(F)cc2)csc1NC(=O)C1CCCO1 (stereo not drawn)	-6.5%	2.2
107	C=CCc1cccc(/C=N/NC(=O)CNc2cccc3ccccc23)c1O	?	·
108	O=C(CSc1nnc(C2CC2)n1-c1ccccc1)NCc1ccco1	?	·
109	COc1cc2c(cc1OC)C1=C(C#N)CCC(=O)N1CC2	12.0%	0.2
110	CS(=O)(=O)N1CCC(C(=O)c2cccc(Cl)c2)CC1	?	·
111	CC(C)(C)NC(=O)Cn1c(SCC(=O)NC2CC2)nc2ccccc21	i	-14.3
112	S=c1[nH]c(-c2ccccc2)cn1/N=C/c1ccc(Br)cc1	8.2%	·
113	Cc1ccc(N2C(=O)[C@@H]3[C@H](C2=O)[C@H]2C=C(C(=O)c4ccccc4)C=CN2[C@@H]3C(=O)c2ccc(Cl)cc2)cc1	?	·
114	Cc1ccc2c(c1)sc[n+]2Cc1ccccc1	i	-8.8
115	O=C(NCc1ccco1)Nc1ccc(OC(F)(F)F)cc1	-10.3%	-14.8
116	O=S(=O)(NCc1ccc(F)cc1)c1ccc2c(c1)OCCO2	?	·
117	O=C(Nc1nc(-c2cccc3ccccc23)cs1)c1cnccn1	?	·
118	COc1ccc(OCCCC(=O)OCC(=O)NNC(=O)c2ccc([N+](=O)[O-])cc2)cc1	?	·
